HCV core dimer: inhibitors of HCV core protein dimerization, primary screen, biochemical, TR-FRET, high-throughput; TR-FRET GST/Flag-core106 dimerization, 1536-well; inhibition, % at 5 µM; hit rate 0.33% among 300,000; AID 1899, 2009;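 active = inhibition above the mean of all tested compounds plus 3 SD, set per screening campaign, cut at about 45% in these data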
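System: GST-tagged and Flag-tagged HCV core protein residues 1-106 / Input: core106 proteins, GST 13.5 nM and Flag 17 nM / Buffer or medium: KF-containing HEPES buffer, pH 7.45, DTT, CHAPS, BSA / Probe or stimulus: Eu-anti-GST and XL665-anti-Flag labelled anti-tag antibodies / Schedule: 4 h, 22.5 °C incubation / Technique: TR-FRET 671 and 617 nm emission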
Fh CTSL1 inh: Fasciola hepatica cathepsin L1 inhibitors, primary screen, counter-screen for PFM18AAP inhibitor project, biochemical, QFRET, fluorogenic peptide substrate | recombinant F. hepatica cathepsin L1, Z-Leu-Arg-MCA fluorescence | inhibition, % at 5.96 µM | hit rate 0.49% among 300,000;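 active = inhibition above the mean of all tested compounds plus 3 SD, set per screening campaign, cut at about 17% in these data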;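 note: 0% = plate median of test compound wells and 100% = 1 µM Z-Phe-Ala-diazomethylketone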
LYPLA2 inh: LYPLA2 inhibitors, primary screen, counter-screen for PME1 inhibitor project, biochemical, fluorescence polarization, FP-Rh probe ABPP | hit rate 0.38% among 320,000 | recombinant LYPLA2 | inhibition, % at 5.9 µM | AID 2177, 2009;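 active = inhibition above the screen-wide mean plus 3 SD, limit set per campaign, cut at about 26% in these data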;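 note: 0% = LYPLA2 with DMSO and 100% = wells lacking LYPLA2 enzyme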
Target sequence (O95372 whole entry, looked up): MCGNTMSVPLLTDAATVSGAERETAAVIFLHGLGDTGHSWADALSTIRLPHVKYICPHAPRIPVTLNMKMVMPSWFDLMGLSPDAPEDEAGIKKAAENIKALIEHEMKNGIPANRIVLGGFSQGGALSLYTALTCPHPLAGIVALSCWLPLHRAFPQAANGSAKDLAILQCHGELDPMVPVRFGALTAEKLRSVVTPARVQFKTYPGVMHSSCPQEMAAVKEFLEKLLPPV
GASC-1 inh: inhibitors of GASC-1 histone demethylase, primary screen, biochemical, fluorescence, DELFIA europium | Lysine-specific demethylase 4C (Homo sapiens), Q9H3R0 | GST-JMJD2C(1-420) H3K9me3 demethylation | inhibition, % at 2.35 µM | hit rate 0.069% among 330,000 | AID 2099, 2009;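 active = more than half of a compound's replicate wells show inhibition beyond 50%, single wells judged on their own value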;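 note: signal counts dimethyl H3K9 product captured on neutravidin plate; 0% = median of DMSO wells and 100% = 0.3 times that DMSO median; strong numbers were not always called active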
PP5 primary: PP5 phosphatase inhibitors, primary screen, biochemical, fluorescence; purified PP5c, OMFP substrate fluorescence; Serine/threonine-protein phosphatase 5 (Homo sapiens), P53041; AID 1987, 2009; hit rate 0.18% among 320,000; inhibition, % at 6.7 µM;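 active = inhibition above the campaign's mean inhibition across all tested compounds plus 3 SD, cut at about 9.5% in these data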;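 note: 0% = DMSO only and 100% = 100 µM cantharidin control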
Efflux pump mplx: inhibitors of Candida efflux pumps in yeast, primary screen, S. cerevisiae, Nile Red, multiplex; S. cerevisiae Candida pump triplex; inhibition, % at 10 µM; hit rate 0.44% among 330,000;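 active = plate passing quality check with inhibition over a set limit, or well fluorescence over plate mean plus 4 SD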;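 note: Nile Red retained in pooled yeast measured as flow cytometry median fluorescence; 0% = buffer negative control and 100% = Enniatin B positive control; higher means more Nile Red kept so more efflux inhibition; some compounds called inactive have numbers as strong as hits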
PP1 inh: PP1-alpha phosphatase inhibitors, primary screen, counter-screen for PP5 inhibitor project, biochemical, fluorescence, OMFP substrate, single point; inhibition, % at 6.7 µM; hit rate 0.9% among 320,000; Serine/threonine-protein phosphatase PP1-alpha catalytic subunit (Homo sapiens), P62136; purified PP1alpha;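 active = inhibition above the mean inhibition of all tested compounds plus 3 SD, computed separately for each screening campaign, cut at about 15% in these data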
PREPL inh: PREPL enzyme inhibitors, primary screen, biochemical, fluorescence polarization; hit rate 0.68% among 320,000; recombinant PREPL, fluorescence polarization activity-based probe; inhibition, % at 5.96 µM; in the data active = inhibition above about 43%;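 note: 0% = enzyme with DMSO and 100% = wells lacking enzyme; many of its hits are not listed in these tables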
Target sequence (Q4J6C6 whole entry, looked up): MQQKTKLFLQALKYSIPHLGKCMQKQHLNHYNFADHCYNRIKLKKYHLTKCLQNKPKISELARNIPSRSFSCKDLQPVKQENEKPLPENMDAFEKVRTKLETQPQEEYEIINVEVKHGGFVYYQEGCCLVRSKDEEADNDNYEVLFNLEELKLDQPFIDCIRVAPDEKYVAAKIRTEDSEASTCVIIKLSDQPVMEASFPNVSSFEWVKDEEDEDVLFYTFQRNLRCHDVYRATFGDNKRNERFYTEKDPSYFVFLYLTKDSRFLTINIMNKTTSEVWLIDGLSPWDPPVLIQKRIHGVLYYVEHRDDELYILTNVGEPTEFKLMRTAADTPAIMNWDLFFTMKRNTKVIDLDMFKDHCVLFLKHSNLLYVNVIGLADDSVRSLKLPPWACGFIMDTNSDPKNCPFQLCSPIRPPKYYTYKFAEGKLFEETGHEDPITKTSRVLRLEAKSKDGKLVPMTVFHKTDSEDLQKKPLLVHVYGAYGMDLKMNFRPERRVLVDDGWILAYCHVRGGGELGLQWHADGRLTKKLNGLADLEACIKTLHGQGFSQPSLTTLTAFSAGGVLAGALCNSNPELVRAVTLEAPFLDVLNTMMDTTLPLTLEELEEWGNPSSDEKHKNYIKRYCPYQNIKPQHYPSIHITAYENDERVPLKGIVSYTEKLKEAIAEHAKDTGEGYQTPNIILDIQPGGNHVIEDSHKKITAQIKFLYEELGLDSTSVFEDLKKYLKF
TPT1 inh: Candida albicans TPT1 enzyme inhibitors, primary screen, biochemical, fluorescence polarization | hit rate 0.81% among 300,000 | inhibition, % at 5 µM | recombinant caTPT1, FP RNA substrate dephosphorylation | AID 1962, 2009;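 active = inhibition above the mean of all tested compounds plus 3 SD, set per screening campaign, cut at about 24% in these data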;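 note: plate controls were DMSO alone for no effect and ferristatin control at 100 nM for full effect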
Numbers without * were called inactive. These rows are one share of the data (hit frequency here may not be typical).

A first look, seven compounds:
entry	SMILES	GASC-1 inh	TPT1 inh	PP1 inh	PREPL inh	LYPLA2 inh	HCV core dimer	Efflux pump mplx	Fh CTSL1 inh	PP5 primary
1	CCOc1ccc2c(c1)N(C(=O)CN1C(=O)CCC1=O)C(C)(C)C=C2C	0	0	-1	-2	-1	-4	0.0	1	3.5
2	Cc1nn(-c2ccccc2)c(N)c1N=Nc1ccc2ccccc2c1	-7	-1	0	31	-4	-2	-0.1	10	4.0
3	C=CCC(NCc1ccco1)c1ccc(OC)cc1OC (stereo not given)	4	-4	2	-31	-5	-6	-0.1	-3	0.6
4	CCN(CC)C(=O)COc1ccc(N(C)S(=O)(=O)c2ccc(NC(C)=O)cc2)cc1	-14	-3	-7	4	5	0	-0.1	-3	0.6
5	COc1ccc(CC(=O)Nc2cccc(/C(C)=N/NC(=O)C3(C)CC3(Br)Br)c2)cc1 (stereo not given)	-3	0	1	-4	-5	13	-0.4	0	1.5
6	COc1ccc(CCNc2nc(-c3sc(N)nc3C)cs2)cc1OC	-4	17	-8	43*	-1	-1	0.0	-4	2.6
7	Clc1cccc(Cl)c1COn1nnc2ccccc21	8	-1	-2	-3	6	-2	-8.0	4	3.8

Results (from the top)
entry	SMILES	GASC-1 inh	TPT1 inh	PP1 inh	PREPL inh	LYPLA2 inh	HCV core dimer	Efflux pump mplx	Fh CTSL1 inh	PP5 primary
1	CCOc1ccc2c(c1)N(C(=O)CN1C(=O)CCC1=O)C(C)(C)C=C2C	0	0	-1	-2	-1	-4	0.0	1	3.5
2	Cc1nn(-c2ccccc2)c(N)c1N=Nc1ccc2ccccc2c1	-7	-1	0	31	-4	-2	-0.1	10	4.0
3	C=CCC(NCc1ccco1)c1ccc(OC)cc1OC (stereo not given)	4	-4	2	-31	-5	-6	-0.1	-3	0.6
4	CCN(CC)C(=O)COc1ccc(N(C)S(=O)(=O)c2ccc(NC(C)=O)cc2)cc1	-14	-3	-7	4	5	0	-0.1	-3	0.6
5	COc1ccc(CC(=O)Nc2cccc(/C(C)=N/NC(=O)C3(C)CC3(Br)Br)c2)cc1 (stereo not given)	-3	0	1	-4	-5	13	-0.4	0	1.5
6	COc1ccc(CCNc2nc(-c3sc(N)nc3C)cs2)cc1OC	-4	17	-8	43*	-1	-1	0.0	-4	2.6
7	Clc1cccc(Cl)c1COn1nnc2ccccc21	8	-1	-2	-3	6	-2	-8.0	4	3.8
8	Cc1ccc2oc(=O)c3cc(C(=O)Nc4cc(-c5cccc(F)c5)no4)sc3c2c1	3	0	0	-2	2	-6	-0.1	3	-1.4
9	CCc1ccccc1NC(=O)c1cc(-c2ccc(F)cc2)on1	-8	0	-4	4	3	-2	0.1	4	0.5
10	CCS(=O)(=O)c1ccc(C(=O)NC)c(Cl)c1Cl	16	2	-1	11	-2	-3	0.0	1	-1.2
11	COc1ccc(N2C(=O)CC(NCC#N)C2=O)cc1 (stereo not given)	24	-5	-8	-14	13	6	0.0	-4	0.5
12	Cc1cccc(N2CCN(c3cc(C)nc4nnnn34)CC2C)c1 (stereo not given)	6	-4	2	14	6	19	-0.1	-2	0.0
13	Cc1ccc(C(=O)N2CCC3(CC2)Oc2ccc(Cl)cc2C(=O)C32CC(c3ccccc3)=NO2)s1 (stereo not given)	-5	-1	6	-8	-6	16	-0.1	-3	1.9
14	CN(CC(=O)Nc1cccc(F)c1)C(=O)c1ccc(NC2CC2)c([N+](=O)[O-])c1	1	0	-4	-6	5	-3	-0.1	5	-2.8
15	Cc1ccc(S(=O)(=O)N2CCC(=O)N(C(COCc3ccc(Cl)cc3)C(C)C)CC2)cc1 (stereo not given)	8	-1	2	29	-3	-9	0.0	0	3.7
16	CCOC(=O)CN1C(=N)N(c2nc(NC(C)C)nc(NC(C)C)n2)CC1=O	-2	6	-5	12	-3	-3	0.1	4	0.1
17	O=C1CC(N2CCC(c3nc4ccccc4o3)CC2)C(=O)N1c1cc(Cl)cc(Cl)c1 (stereo not given)	6	3	0	-19	14	2	0.3	2	5.4
18	C=C(C)C1CC=C(C)/C(=N/NC(=S)Nc2ccccc2)C1 (stereo not given)	-4	0	4	-3	-5	11	-1.5	2	0.9
19	COC(=O)Oc1ccc(/C=N/NS(=O)(=O)c2ccccc2)cc1OC	0	1	2	2	3	-6	-0.1	-1	3.0
20	CCCCC1=CC2=C(c3ccco3)C(=O)C(C)(OC(=O)c3ccc(OC)cc3)C(=O)C2=CN1CCCOC(C)C (stereo not given)	1	-30	6	21	-2	43	-0.1	-1	4.5

The list goes on:
entry	SMILES	GASC-1 inh	TPT1 inh	PP1 inh	PREPL inh	LYPLA2 inh	HCV core dimer	Efflux pump mplx	Fh CTSL1 inh	PP5 primary
21	NNC1=N[C@H]2CS(=O)(=O)C[C@H]2S1	-4	2	0	-4	4	-3	0.1	1	3.5
22	Cc1ccc(S(=O)(=O)Nc2ccc3c4c(cccc24)CC3)c(C)c1	10	3	2	-10	-16	17	0.0	-3	6.6
23	Cc1csc(SC(C)C(=O)NCC(=O)Nc2ccc(F)c(F)c2F)n1 (stereo not given)	62	0	2	-2	0	0	-0.1	-4	0.7
24	O=c1[nH]c2c(s1)C(c1ccccc1)C1C3CCC(C3)C1S2 (stereo not given)	13	0	7	8	3	8	-0.1	-2	3.4
25	CCCc1cc(=O)oc2cc(C)cc(OC(C)C(=O)NCC(O)c3ccccc3)c12 (stereo not given)	-9	-1	-4	-7	-1	4	-0.3	-5	-0.2
26	CC(C)(C)NC(=O)CN(C(=O)CCC(=O)Nc1nccs1)c1ccc2c(c1)OCCO2	1	-2	-1	-1	6	6	0.0	2	-1.3
27	CCCN1C(=O)/C(=C2\SC(N3CCCCC3)=NC2=O)c2ccccc21	2	1	-3	14	5	1	0.0	8	2.4
28	O=C(CCNC(=O)c1ccc(Br)cc1)NCc1ccccc1F	-2	-2	-5	0	-1	2	0.1	-2	0.1
29	CC(=O)c1cccc(NC(=O)CCNS(=O)(=O)c2cccc3nsnc23)c1	11	-4	3	11	2	0	0.0	1	-1.1
30	C#CCOCCOCCOCCNc1nc(N2CCN(C(=O)Cn3cc(CC(C)O)nn3)CC2)nc(N2CCN(C(=O)[C@H](CCCCN)n3cc(CCC(=O)O)nn3)CC2)n1 (stereo not given in full)	-9	-2	-1	0	2	-2	0.0	-3	4.1
31	COc1ccc(C(NC(=O)CNC(C)=O)C(=O)Nc2ccc3c(c2)OCCO3)cc1 (stereo not given)	-6	-2	-2	18	-6	1	0.1	-1	0.9
32	Oc1ccccc1N=Cc1c(O)ccc2oc3c(c12)CCCC3	-3	-9	-1	18	1	-2	0.3	-6	0.1
33	Nc1ccc(C(=O)N2CCCC2)cc1CS(=O)(=O)c1ccc(Cl)cc1	8	-3	-2	14	-2	7	-0.3	-2	0.0
34	CN(C)c1nc(N(C)C)n(Cc2c(Cl)cccc2Cl)n1	3	2	1	2	-1	5	0.0	-1	0.0
35	CCN1CCN(C(=O)/C=C/c2c(F)cccc2Cl)CC1	-8	5	-3	13	7	10	0.1	-6	4.4
36	COc1ccc(-c2nn(C)c(=O)c3ccccc23)cc1NC(=O)COc1ccccc1	169	0	2	8	-6	23	-0.1	6	3.6
37	O=C(NCc1cccs1)c1ccc(S(=O)(=O)N2CCOCC2)cc1	-5	-2	6	20	-4	4	0.2	-7	-0.1
38	COc1cccc(C(=O)NCCS(=O)(=O)NC(C)CCc2ccccc2)c1 (stereo not given)	-22	-2	-3	-30	5	-3	0.0	1	-1.4
39	CCOC(=O)C(NCc1ccc(F)cc1)(NC(=O)c1ccccc1)C(F)(F)F (stereo not given)	-2	-4	-5	-2	4	-4	-0.2	5	-1.2
40	CC1(c2ccncc2)Nc2ccccc2-c2nc3ccccc3n21 (stereo not given)	-6	0	1	3	-6	-3	0.0	1	0.9

Next results
entry	SMILES	GASC-1 inh	TPT1 inh	PP1 inh	PREPL inh	LYPLA2 inh	HCV core dimer	Efflux pump mplx	Fh CTSL1 inh	PP5 primary
41	CCOC(=O)N1CCN(C(=O)CCCn2nc(C)c3sc4ccccc4c3c2=O)CC1	9	-4	-1	-13	5	6	0.1	1	1.6
42	CCCC(=O)Nc1ccccc1NC(=O)c1ccc2c(c1)OCO2	-6	1	0	-4	0	3	-0.1	-7	3.0
43	O=C(c1cc2cccc([N+](=O)[O-])c2oc1=O)N1CCOCC1	-16	-2	2	8	3	4	0.1	29*	0.0
44	CN(CC(=O)Nc1ccc(F)c(F)c1F)C(=O)c1cc(-c2ccncc2)nc2ccccc12	-3	6	-2	-21	-5	9	-0.1	1	-1.4
45	CN1CCN(c2ccc(NC(=O)COc3ccccc3Cl)cc2)CC1	6	-1	-5	44*	7	-3	0.2	2	1.3
46	O=C(N1CCOCC1)N1CCN(CC(O)COc2ccc3ccccc3c2)CC1 (stereo not given)	1	-5	-2	26	-2	-5	0.1	-2	1.5
47	CCOc1cc(C#N)c(NC(=O)CSc2nnnn2-c2ccc(OC)cc2)cc1OCC	1	-2	4	-5	5	0	0.3	-2	0.7
48	CCN(CC)c1cccc(OC2=NS(=O)(=O)c3ccccc32)c1	-3	4	2	20	16	-7	-0.2	0	-0.2
49	CC1=CC(C)(C)NC(=S)N1c1cccc2cc(S(=O)(=O)O)ccc12	-1	-2	1	3	-1	-1	-0.1	1	-0.2
50	COc1ccccc1N1CCN(C(=O)c2cc(C)oc2C)CC1	6	0	-4	-5	-3	-2	0.0	3	0.5
51	CC(C)S(=O)(=O)c1ccc(C(=O)Nc2ccc(F)cc2F)cn1	10	-2	-2	12	0	0	-0.1	-2	4.0
52	O=C(COC(=O)c1cnc(Cl)c(Cl)c1)NCCC1=CCCCC1	-23	2	-3	5	1	4	0.1	-7	1.2
53	C=CCN1C(=O)C(CC(=O)Nc2ccccc2)SC1=Nc1ccc(S(N)(=O)=O)cc1 (stereo not given)	-6	0	3	4	18	0	-0.1	0	0.5
54	COc1ccc(-c2noc(CNC(=O)CCCN3C(=O)[C@H]4CC=CC[C@H]4C3=O)n2)cc1	-5	0	1	16	-4	-13	0.1	-1	0.9
